# FBA Mtb inh: Mtb FBA enzyme inhibitors, primary screen, biochemical, fluorescence, strain H37Rv. actives 2.3% (n = 360,000). purified M. tuberculosis FBA, fluorescence read-out. inhibition, % at 1 µM; in the data active = inhibition above about 27%;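 note: 0% = vehicle and 100% = reference inhibitor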
# Target sequence (P9WQA3 whole entry, looked up): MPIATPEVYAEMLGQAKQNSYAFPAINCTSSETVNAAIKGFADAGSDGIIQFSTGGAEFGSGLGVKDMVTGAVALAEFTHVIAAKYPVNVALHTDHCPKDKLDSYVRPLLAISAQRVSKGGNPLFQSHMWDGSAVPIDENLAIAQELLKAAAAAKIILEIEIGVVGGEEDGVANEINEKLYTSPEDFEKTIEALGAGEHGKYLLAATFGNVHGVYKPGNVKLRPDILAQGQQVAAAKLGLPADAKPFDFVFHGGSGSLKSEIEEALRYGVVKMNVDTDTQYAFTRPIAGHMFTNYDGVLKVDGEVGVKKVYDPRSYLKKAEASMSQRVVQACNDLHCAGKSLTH
# UGM FP inh: M. tuberculosis UGM enzyme inhibitors, primary screen, biochemical, fluorescence polarization, single point; UDP-galactopyranose mutase (Mycobacterium tuberculosis (strain ATCC 25618 / H37Rv)), …; purified UGM, fluorescence polarization probe displacement; inhibition, % at 10 µM; actives 0.06% (n = 320,000); in the data active = inhibition above about 10%, passing the limit was not always enough
# VHR inh abs: VHR1 phosphatase inhibitors, primary screen, biochemical, absorbance, uHTS; recombinant VHR phosphatase, pNPP absorbance; AID 1654, 2009; inhibition, % at 13.3 µM; actives 0.52% (n = 290,000); Dual specificity protein phosphatase 3 (Homo sapiens), P51452; in the data active = inhibition above about 50%; note: some compounds called inactive have numbers as strong as hits
# Target sequence (P51452 whole entry, looked up): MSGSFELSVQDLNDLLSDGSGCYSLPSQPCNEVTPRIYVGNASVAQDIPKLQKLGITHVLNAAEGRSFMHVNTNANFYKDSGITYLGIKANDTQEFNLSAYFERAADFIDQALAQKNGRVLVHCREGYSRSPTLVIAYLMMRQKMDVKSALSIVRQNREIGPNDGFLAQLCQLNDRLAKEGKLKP
# Rv3671c protease: Rv3671c serine protease inhibitors, primary screen, biochemical, fluorescence polarization, M. tuberculosis H37Rv; actives 0.048% (n = 320,000); inhibition, % at 5.96 µM; P9WHR9; in the data active = inhibition above about 38%;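 note: extracellular domain of Rv3671c used as enzyme; 0% = enzyme with DMSO and 100% = no enzyme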
# Target sequence (P9WHR9 whole entry, looked up, the tested form may be a part): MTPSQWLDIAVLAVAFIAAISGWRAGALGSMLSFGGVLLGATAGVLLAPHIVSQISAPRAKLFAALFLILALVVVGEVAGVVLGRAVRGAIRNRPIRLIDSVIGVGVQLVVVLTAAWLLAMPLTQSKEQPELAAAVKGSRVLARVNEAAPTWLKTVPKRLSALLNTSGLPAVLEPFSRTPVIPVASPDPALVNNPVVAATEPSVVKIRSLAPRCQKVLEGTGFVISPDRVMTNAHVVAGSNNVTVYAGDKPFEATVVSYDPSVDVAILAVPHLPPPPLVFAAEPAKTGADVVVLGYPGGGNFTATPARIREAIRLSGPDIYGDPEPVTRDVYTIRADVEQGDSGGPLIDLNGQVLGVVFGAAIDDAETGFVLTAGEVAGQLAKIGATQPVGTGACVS
# GDH-TPI inh: GDH-TPI coupling enzyme inhibitors, primary screen, artefact control for M. tuberculosis FBA inhibitor project, biochemical, absorbance, full deck. actives 1.2% (n = 360,000). AID 588335, 2011. GDH-TPI coupled enzyme counterscreen, NADH absorbance. inhibition, % at 4.8 µM; in the data active = inhibition above about 30%;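 note: 0% = DMSO wells and 100% = wells lacking the enzyme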
# BH1578 lux ind: inducers of Vibrio cholerae quorum light production without autoinducers, primary screen, BH1578 luxS cqsA deficient, single point; V. cholerae BH1578 lux reporter, luminescence, 6 h; activation, % at 18.7 µM; actives 0.16% (n = 350,000); AID 588436, 2011; in the data active = activation mostly above about 9.7%, no sharp cut-off; note: not every result past the cut was called active; inactives centre near 0; reference of the scale not given here
# BioA inh: M. tuberculosis BioA enzyme inhibitors, primary screen, biochemical, plate reader, single point, HTS | purified M. tuberculosis BioA enzyme | inhibition, % at 9.99 µM | actives 0.096% (n = 360,000); in the data active = inhibition above about 40%
# 3CLpro inhibitor: SARS-CoV 3CLpro protease inhibitors, primary screen, biochemical, quenched FRET; recombinant SARS-CoV 3CLpro, quenched FRET peptide cleavage; inhibition, % at 6 µM; actives 0.14% (n = 290,000); in the data active = inhibition above about 12%
# MazF activator: activators of E. coli MazEF toxin-antitoxin RNase, primary screen, biochemical, fluorescence, uHTS; activation, % at 20 µM; actives 0.32% (n = 350,000); AID 504720, 2011; FAM/BHQ RNA-DNA oligo cleavage fluorescence, 5 h; in the data active = activation above about 50%
# Target sequence (P0AE70 whole entry, looked up): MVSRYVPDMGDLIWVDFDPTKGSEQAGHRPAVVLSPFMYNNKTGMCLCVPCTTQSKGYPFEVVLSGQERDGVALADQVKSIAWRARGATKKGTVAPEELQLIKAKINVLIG
# PriA SSB inh: inhibitors of Klebsiella pneumoniae PriA binding to SSB C-terminal tail, primary screen, biochemical, AlphaScreen; AlphaScreen SSBct-PriA binding, biotinylated peptide; inhibition, % at 33 µM; actives 0.6% (n = 430,000); AID 1272365, 2023; in the data active = inhibition mostly above about 37%, no sharp cut-off; inactive = mostly below about 20%;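 note: plate controls were negative control peptide for no effect and reference peptide for full effect; strong numbers were not always called active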
# An asterisk follows results filed as active; i = inactive; · = not tested or not shown; & = joins results of further samples.
SMILES,FBA Mtb inh,UGM FP inh,VHR inh abs,Rv3671c protease,GDH-TPI inh,BH1578 lux ind,BioA inh,3CLpro inhibitor,MazF activator,PriA SSB inh
CCCCN1C(=O)C(CC(=O)NCc2cccc3ccccc23)CC(C(=O)N(CC)CC)=C1C (centres undefined),-0.5,·,·,·,-1.4,-2.1,3.3,·,20.9,·
COc1cccc(OC)c1C(=O)OCC(=O)NC(=O)NCc1ccccc1,7.8,-0.8,5.9,-8.4,5.3,1.1,·,-0.7,-5.4,-1.2
Cc1cc(C(=O)OCC(=O)c2c(N)n(C)c(=O)n(C)c2=O)c(C)n1-c1ccccc1,0.1,2.9,7.9,2.0,1.7,-0.3,-0.6,3.2,19.2,-21.7
Nc1ccccc1S(=O)(=O)c1ccccc1N,-4.9,-0.1,30.2,3.2,4.0,-7.1,-0.1,-0.4,0.9,-12.1
O=C(NC1CCCC1)C(c1ccccn1)N(C(=O)c1csnn1)C1CCCC1 (centres undefined),2.2,-1.1,33.2,3.0,1.2,i,-0.2,2.0,7.1,-18.0
Nc1c(C(=O)NCc2ccco2)nnn1CC(=O)Nc1ccc2c(c1)OCO2,0.8,-2.5,24.4,-8.9,-2.9,i,·,1.9,-4.2,-10.9
Cc1ccc(S(=O)(=O)N(C)c2c(C)ccc(S(=O)(=O)NC(C)(C)C)c2C)cc1,-1.6,-0.9,-1.3,1.7,-1.3,-0.2,·,0.9,5.7,-2.3
COc1cc(CN2CCN(C(=O)CC(C)C)CC2)c([N+](=O)[O-])cc1OC,0.7,0.3,6.5,2.9,18.4,1.2,0.7,1.1,10.3,-11.6
CCN1CCCC1CNC(=O)c1ccc2c(=O)n(CCOC)c(=O)[nH]c2c1 (centres undefined),14.5,-0.6,17.2,-9.8,2.6,-0.4,0.2,-1.8,2.4,-0.1
O=C(NC1CCCC1)c1cc(S(=O)(=O)N2CCOCC2)c(Cl)cc1Cl,1.8,-1.6,7.6,4.0,-0.3,-0.2,·,2.5,5.2,-87.0
COc1ccccc1NC(=O)CSc1nc2ccccc2c(=O)n1CC1CCCO1 (centres undefined),0.5,-1.3,-2.6,-1.9,-7.3,i,0.5,-2.9,-2.3,1.0
FC(F)(F)c1cc(-c2cccs2)nc(NCc2ccco2)n1,-1.5,5.4,35.1,-1.1,11.9,i,0.6,1.1,-3.1,-6.6
CCN(CC)S(=O)(=O)N1CCC(C(=O)N2CCC3(CC2)OCCO3)CC1,0.7,-2.9,11.6,-6.5,1.9,-0.3,0.4,-2.8,3.4,0.8
O=C(NCCN1CCN(c2ccccc2)CC1)C1CCCN(S(=O)(=O)c2cnc[nH]2)C1 (centres undefined),0.8,0.4,4.6,-7.1,12.0,-0.6,0.2,2.2,15.4,-9.7
O=C(COC(=O)[C@@H]1CC(O)CN1S(=O)(=O)c1ccc2c(c1)OCCO2)NCc1ccc(F)cc1 (some centres undefined),-0.1,-0.5,-15.2,4.7,0.6,-0.9,0.3,-3.1,-1.4,-11.9
O=C1c2ccccc2C(=O)N1Cc1nc2ccccc2c(=O)n1Cc1ccco1,·,1.3,19.4,-6.4,·,·,·,·,6.2,-6.6
CCC(OC(=O)c1nsc(Cl)c1Cl)C(=O)NCCc1ccccc1 (centres undefined),-4.5,-0.4,5.1,-6.5,-3.0,-0.3,-2.0,-4.9,2.3,-21.1
O=C(O)C1CCCCC1C(=O)NCc1ccccc1 (centres undefined),-5.6,3.6,31.2,-1.9,-8.2,-0.7,-2.5,-4.5,-8.3,-11.1
N#CCCN1CCN(S(=O)(=O)c2ccc(S(=O)(=O)NCc3ccccc3)cc2)CC1,3.9,0.1,32.1,-0.7,5.0,i,-2.6,1.2,4.9,4.3
Cc1ccc(/C(CSc2nccn2-c2ncc(C(F)(F)F)cc2Cl)=N\O)cc1,-0.6,-2.8,28.9,-1.3,-4.8,-6.9,0.4,1.3,-2.5,·
CCN(CCCNC(=O)CN1C(=O)COc2ccccc21)c1ccccc1,1.2,-0.8,3.5,2.9,5.3,-1.7,2.9,-1.8,-1.4,6.3
Cc1cc(S(=O)(=O)N2CCN(CC(=O)N(C)Cc3ccccc3)CC2)ccc1Br,1.3,·,·,·,8.1,-0.6,·,·,4.1,-13.3
COc1ccc(N2CCN(C(=O)CSc3nc4ccccc4c(=O)[nH]3)CC2)cc1,1.3,0.2,-6.8,2.1,1.9,-0.2,0.2,0.1,4.5,5.2
C[C@H](CO)N1C[C@H](C)[C@@H](CN(C)S(=O)(=O)c2ccc(F)cc2)Oc2c(NC(=O)Nc3ccccc3)cccc2C1=O,-0.5,-2.3,·,-3.5,1.8,-0.3,-0.2&-0.1,·,3.6,-20.6
O=C(NCC(=O)N1CCOCC1)c1ccc(Cl)cc1,1.9,-2.7,2.5,6.5,2.2,-1.6,-0.5,-3.9,-1.9,-10.1

# Additional compounds follow.
SMILES,FBA Mtb inh,UGM FP inh,VHR inh abs,Rv3671c protease,GDH-TPI inh,BH1578 lux ind,BioA inh,3CLpro inhibitor,MazF activator,PriA SSB inh
Cc1ccc(NS(=O)(=O)c2ccc(C(=O)N3CCC3)cc2)cc1,-1.0,0.1,·,-1.0,-0.3,i,0.0,·,3.0,1.2
COc1ccc(CC(=O)N(C)CC(=O)Nc2ccc(F)cc2)cc1S(=O)(=O)N1CCOCC1,-0.4,-1.3,·,-2.2,11.2,0.2,-0.2,·,3.1,-0.6
Cc1cccc(NC(=O)NC2CCCCCCC2)c1C,0.8,-1.4,22.6,·,-1.7,-3.4,-2.4,3.4,-2.7,-16.6
C=CCn1c(N2CCN(c3ccc(OC)cc3)CC2)nc2c1c(=O)n(C)c(=O)n2C,0.3,-0.2,12.4,3.2,5.0,i,·,5.6,-2.9,5.8
O=C(CSc1ccc(-c2cccnc2)nn1)Nc1ccccc1F,0.9,2.0,27.9,-6.8,7.0,0.7,11.7,0.8,2.0,-5.0&11.8
CCNc1nc2c(c(=O)[nH]c(=O)n2C)n1CC(C)C,-2.3,-0.2,-16.7,5.0,1.9,-0.1,-1.6,0.5,3.4,-7.9
S=c1nc(C2COc3ccccc3O2)[nH][nH]1 (centres undefined),-0.9,-1.4,5.1,3.3,-0.6,-0.2,1.1,2.3,0.0,1.0
COc1ccc(Cl)cc1NC(=O)C1CC(=O)N(C2CCCCC2)C1 (centres undefined),1.1,-1.0,22.9,0.1,-4.8,0.5,-0.2,-0.4,-6.4,-10.3
CC1(C)N=C(N)NC(Nc2ccccc2)=N1,1.9,-1.0,3.3,6.4,0.6,i,-0.6,-2.2,3.2,-11.2
Cc1cc(Cl)c2ccc3ccccc3c2n1,4.3,-1.7,6.5,4.4,-0.6,-0.4,·,0.0,-7.0,-3.0
Cc1ccc(-c2nc(CSCC(=O)Nc3cc(C)on3)c(C)o2)cc1,-1.9,-0.5,17.0,7.5,4.3,·,-0.6,-5.0,2.0,0.2
O=C(CNC(=O)c1ccc(Br)cc1)c1ccccc1,-0.2,-0.9,1.0,-0.6,2.5,-0.7,-1.2,2.4,0.9,-10.2
Cc1ccc(S(=O)(=O)CCc2nnc(NC(=O)CCl)s2)cc1C,0.4,2.9,18.5,1.1,0.6,-0.3,·,2.3,0.1,-8.6
O=S(=O)(c1ccccc1)c1nc(NCc2ccccc2)sc1Cl,-0.3,-0.8,-2.7,-6.3,9.4,-0.5,-0.9,-0.7,-9.2,-7.2
O=C(c1cc2ncc(Br)cn2n1)N1CCOCC1,-1.1,1.0,2.3,9.0,7.0,-0.7,-0.3,3.9,1.3,-7.6
COc1ccc(CCNC(=O)c2ccccc2C(=O)NCCc2ccc(OC)cc2)cc1,-2.4,1.8,·,-6.6,3.7,0.9,0.4,·,-5.4,-3.6
O=C(NCc1ccccc1)N1CCN(c2ccc(F)cc2)CC1,-2.4,2.0,9.4,0.7,0.6,i,-0.8,-6.6,-3.8,-3.2
C[C@H]1CN([C@@H](C)CO)C(=O)c2cccc(NC(=O)Nc3ccc(C(F)(F)F)cc3)c2O[C@@H]1CN(C)C(=O)Nc1ccc(F)cc1,-0.6,-3.5,·,-64.3,2.2,-0.4,-0.9&-0.7,·,7.4,-8.9
COC(=O)CNC(=O)CNC(=O)c1nn(-c2ccc(OC)c(OC)c2)c(=O)c2ccccc12,2.3,1.2,1.8,13.9,-2.1,-0.5,-0.4,2.2,7.0,7.7
O=C(COc1coc(CN2CCc3ccccc3C2)cc1=O)Nc1ccc(F)cc1,-0.2,-1.4,·,-6.7,-1.7,i,3.7,·,2.0,0.8
O=c1[nH]c2ccccc2n1C1=CCCC1,-0.3,1.5,13.9,9.9,5.6,i,-0.4,-2.0,-5.2,-21.0
CCSc1nc(=S)cc(C)[nH]1,-0.1,0.9,27.1,-6.5,-2.6,i,0.3,1.5,0.1,-4.7
CC1(C)CC(NC(=O)COc2ccc(Br)cc2Cl)CC(C)(C)N1,-1.0,0.0,6.5,-3.5,-2.8,i,0.1,-0.5,9.1,-10.6
O=S(=O)(NCc1ccccc1)NCc1ccc(Cl)cc1Cl,-0.1,0.5,1.8,-13.7,-7.3,-0.6,-1.2,3.4,3.1,-16.0
O=C(NC1CCCC1)c1cc2cc(Br)ccc2o1,1.0,-1.1,14.4,-3.0,-0.3,-0.2,-2.5,-1.6,0.0,0.6

# One compound at a time (already shown). Values in the order: FBA Mtb inh | UGM FP inh | VHR inh abs | Rv3671c protease | GDH-TPI inh | BH1578 lux ind | BioA inh | 3CLpro inhibitor | MazF activator | PriA SSB inh
# Nc1ccccc1S(=O)(=O)c1ccccc1N is entered as -4.9 | -0.1 | 30.2 | 3.2 | 4.0 | -7.1 | -0.1 | -0.4 | 0.9 | -12.1
# Cc1ccc(S(=O)(=O)CCc2nnc(NC(=O)CCl)s2)cc1C is entered as 0.4 | 2.9 | 18.5 | 1.1 | 0.6 | -0.3 | · | 2.3 | 0.1 | -8.6
# Cc1cc(Cl)c2ccc3ccccc3c2n1 is entered as 4.3 | -1.7 | 6.5 | 4.4 | -0.6 | -0.4 | · | 0.0 | -7.0 | -3.0
# Cc1cc(S(=O)(=O)N2CCN(CC(=O)N(C)Cc3ccccc3)CC2)ccc1Br is entered as 1.3 | · | · | · | 8.1 | -0.6 | · | · | 4.1 | -13.3
# O=C(CNC(=O)c1ccc(Br)cc1)c1ccccc1 is entered as -0.2 | -0.9 | 1.0 | -0.6 | 2.5 | -0.7 | -1.2 | 2.4 | 0.9 | -10.2

# Continuation.
SMILES,FBA Mtb inh,UGM FP inh,VHR inh abs,Rv3671c protease,GDH-TPI inh,BH1578 lux ind,BioA inh,3CLpro inhibitor,MazF activator,PriA SSB inh
Cc1nc2ccccc2c(=O)n1-c1ccc(NS(=O)(=O)c2cc(F)ccc2F)cc1,0.8,0.8,·,-19.7,-0.7,-1.7,0.8,·,4.5,5.2
C=CCNC(=O)c1onc(CSc2ccc(F)cc2)c1C(=O)O,4.7,0.4,20.5,-1.8,9.4,3.7,-1.0,4.2,5.0,3.5
CCCCn1cnc2c(oc3nc4c(cc32)CCCC4)c1=O,3.4,0.6,-7.9,7.5,-6.2,i,1.1,-3.1,-0.4,-10.6
COc1ccc(C(=O)C(C)Oc2cccc(NC(=O)c3cccc([N+](=O)[O-])c3)c2)cc1 (centres undefined),-4.3,-2.3,40.0,-54.9,-9.9,-0.2,-0.4,-6.7,7.2,9.1
O=C(COC(=O)c1ccccc1F)Nc1cccnc1Cl,0.1,-1.1,9.4,-3.5,-3.8,i,·,-3.9,1.9,-16.1
c1ccc(CN(Cc2ccccc2)c2ncnc3c2nnn3Cc2ccccc2)cc1,2.5,-1.9,39.2,-10.2,6.6,i,-1.2,0.4,-11.1,-15.6

# Compound activity from PubChem BioAssay.

# Only part of the results is shown (hit frequency here may not be typical).
